Screening data (PubChem)
SIAH1 antagonists – Siah-1 peptide-binding antagonists, primary screen, biochemical, fluorescence polarization, rhodamine-plectin, uHTS (AID 1817); Siah-1 / rhodamine-plectin peptide fluorescence polarization; higher % means a stronger effect; displacement, % at 20 µM; hits with a dose series show IC50 in µM; 0.02% of 290,000 active; E3 ubiquitin-protein ligase SIAH1 (Homo sapiens);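 active = displacement of at least 50% at 20 µM, with a fluorescence ratio check between 0.3 and a set limit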;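 also: plate controls were Siah plus tracer with DMSO for no effect and tracer alone without Siah for full effect; strong numbers were not always called active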
HIV peptide binding – inhibitors of HIV fusion peptide binding, primary screen, biochemical, uHTS, fluorescence dequenching (AID 1986) | cell-free peptide binding, fluorescence dequenching, 30 min; higher % means a stronger effect | inhibition, % at 20 µM, or IC50 in µM where a hit was titrated | 0.3% of 290,000 active; in the data active = inhibition mostly above about 52%, no sharp cut-off; inactive = mostly below about 76%; also: some results filed as inactive read as strong as hits
LYP inhibition – inhibitors of LYP phosphatase, biochemical, fluorescence intensity, uHTS (AID 1779); Tyrosine-protein phosphatase non-receptor type 22 (Homo sapiens); recombinant LYP phosphatase, fluorescence intensity; higher % means a stronger effect; inhibition, % at 11.5 µM, or IC50 in µM where a hit was titrated; 0.054% of 290,000 active;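 also: plate controls were vehicle with enzyme for no effect and no enzyme for full effect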
XIAP displacement – XIAP antagonists, biochemical, IAP family, fluorescence polarization (AID 1018); E3 ubiquitin-protein ligase XIAP (Homo sapiens); XIAP BIR domain, fluorescence polarization peptide displacement; higher % means a stronger effect; one-dose displacement, % at 20 µM; IC50 in µM for titrated hits; 0.007% of 200,000 active; in the data active = displacement above about 50%; also: a part of the inactive calls stands beside numbers as strong as those of hits
Lipid droplet – inhibitors of hepatocyte lipid droplet formation, primary screen, imaging, high-throughput imaging, BODIPY stain; AML12 mouse hepatocytes, oleate lipid droplets; 0.4% of 240,000 active; AID 1656, 2009; inhibition, % at 6.5 µM;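 active = lipid droplet intensity inhibited by at least 50%, with more than 500 cells counted; inconclusive = wells with under 300 cells, treated as cytotoxic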
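Test system: AML12 hepatocytes (mouse); reagent: oleate loading, 100 µM; dosing: one dose, 6.5 µM compound; incubation: overnight exposure; signal: fluorescence imaging, 20x objective, two fields per well; read-out basis: % inhibition of corrected integrated BODIPY droplet signal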
HEK293 NOD2/NF-kB – NOD2 signaling inhibitors, cell-based, luminescence, uHTS, HEK293 (AID 1566) | HEK293 NOD2/NF-kB luciferase reporter, luminescence; higher % means a stronger effect | inhibition, % at 4 µM; hits with a dose series show EC50 in µM | 0.63% of 290,000 active; also: many of its hits are not listed in these tables
Dengue-2 NS5 capping – Dengue-2 NS5 methyltransferase inhibitors, primary screen, biochemical, confirmation dose response (AID 588689). Genome polyprotein (Dengue virus type 2 (strain 16681-PDK53)). Dengue-2 NS5 methyltransferase capping enzyme assay, biochemical; higher % means a stronger effect. inhibition, % at 25 µM; hits with a dose series show IC50 in µM. 0.3% of 340,000 active; in the data active = a potency from the dose series; inconclusive = inhibition above about 29% without an active follow-up result
AID2073 – inhibitors of Mint1-CaV2.2 protein interaction, biochemical, HTRF (AID 2073). 0.19% of 290,000 active. inhibition, % at 20 µM; hits with a dose series show IC50 in µM. HTRF protein-protein interaction, Mint1-CaV2.2; higher % means a stronger effect. Voltage-dependent N-type calcium channel subunit alpha-1B (Homo sapiens); in the data active = inhibition mostly above about 51%, no sharp cut-off; inconclusive = no clear call, values can overlap the other calls; inactive = mostly below about 53%; also: some results filed as inactive read as strong as hits
Myeloid diff 2 – induction of myeloid progenitor differentiation, primary screen, cell-based, flow cytometry, MLPCN library; AID 624256, 2012; calls only at 10 µM; 1% of 360,000 active; ER-HoxA9 myeloid progenitors, lysozyme-GFP differentiation;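 active = normalized GFP-positive differentiation at or above the plate's own cutoff, the solvent-only control mean plus 3 SD; inconclusive = no clear call, values can overlap the other calls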;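 also: cells exposed to compound for four days before flow analysis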
Lipid droplet cells 6.5 µM – second read-out of Lipid droplet, no call of its own (marks repeat the call); cell count; measured here: cell count, cytotoxicity flag;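 cells counted across two imaged fields per well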
Dengue-2 NS5 capping pilot replicate – second read-out of Dengue-2 NS5 capping, no call of its own (marks repeat the call); inhibition, %; measured here: pilot screen replicate inhibition
Myeloid diff 2 GFP+ MAC1+ % – second read-out of Myeloid diff 2, no call of its own (marks repeat the call); GFP+ MAC1+ double positive, %; measured here: differentiation confirmed by MAC1 staining
An asterisk follows results filed as active; i = inactive; ? = inconclusive; · = no result given. Rule as the data show it, unless noted: active = inhibition above about 50%; inactive = the rest.

SMILES	SIAH1 antagonists	HIV peptide binding	LYP inhibition	XIAP displacement	Lipid droplet	Lipid droplet cells 6.5 µM	HEK293 NOD2/NF-kB	Dengue-2 NS5 capping	AID2073	Myeloid diff 2	Myeloid diff 2 GFP+ MAC1+ %	others
CC(=O)Nc1ccc(C(=O)NCCCOC(C)C)cc1	-5.4%	-0.9%	-5.3%	-6.7%	8.4	677	21.6%	-6.9%	-1.9%	i	0.5
C/C(=N\NC(=O)CCn1nc(C)cc1C)C(C)(C)C	7.6%	0.4%	-4.5%	-2.2%	18.2	650	12.6%	-1.6%	-5.4%	i	0.4
CCOC(=O)Cc1nnc(NC(=O)CSc2nc3ccccc3[nH]2)s1	-1.3%	-0.1%	-6.8%	·	-6.8	668	1.8%	3.1%	-9.5%	i	0.7
COc1ccccc1-n1c(CNC(=O)c2cccc([N+](=O)[O-])c2C)n[nH]c1=S	-7.9%	1.0%	-10.7%	0.4%	5.1	739	0.2%	0.0%	-9.6%	i	0.3
COCCn1cc(C(=O)c2ccccc2OCC(=O)Nc2cc(C)on2)cc(C#N)c1=O	-0.3%	-0.9%	0.0%	-4.7%	1.2	721	-12.7%	1.4%	3.8%	i	0.6
Cc1cc(C)nc(OC(=O)c2ccc(Cl)cc2Cl)n1	6.0%	1.9%	-8.0%	-8.0%	-48.6	622	35.5%	·	1.2%	·	·
Cc1ccccc1NC(=O)c1ccccc1NC(=O)CCC(=O)O	10.2%	1.9%	0.2%	-3.6%	3.7	715	-2.1%	2.9%	5.7%	i	0.0
O=S(=O)(Nc1ccc(Cl)cc1)c1ccc(N2CCOCC2)c(NC(=S)NC2CC2)c1	3.9%	0.7%	4.6%	2.0%	3.4	640	16.3%	-26.3%	7.8%	i	0.6
COCCN1C(=S)N[C@@H](c2cccc(F)c2)C(C(=O)OC)=C1C	2.8%	-2.1%	-11.7%	·	7.2	769	2.4%	·	23.8%	·	·
N#Cc1c(-c2ccncc2)c2c([nH]c1=S)CCCC2	0.4%	2.4%	-4.6%	-4.1%	·	·	-8.0%	4.2%	45.8%	i	0.6
Cc1c(C(=O)NCc2ccccn2)oc2ccc(S(=O)(=O)N3CCC4(CC3)OCCO4)cc12	-8.0%	0.4%	-10.8%	-5.3%	18.7	712	0.9%	·	2.4%	i	0.1
CCOC(=O)N/N=C/c1cn(CCCOc2ccc(C)cc2)c2ccccc12	-2.6%	-1.6%	-5.8%	3.7%	-11.5	640	-42.9%	-2.6%	-5.6%	i	0.8
O=C(Nc1cccc(S(=O)(=O)N2CCCCC2)c1)c1ccc([N+](=O)[O-])o1	4.0%	-2.7%	-2.6%	-6.3%	-20.5	653	7.9%	-6.2%	4.2%	i	1.9
Cc1ccc2cc(CCNC(=O)C(=O)c3c(C)[nH]c4ccccc34)c(=O)[nH]c2c1	16.2%	0.1%	0.0%	-7.1%	1.6	702	8.7%	5.5%	4.4%	i	0.5
CCOC(=O)c1c(CN(C)C)oc2cc(CN(C)C)c(O)c(CSc3ccccc3)c12	-3.4%	-0.1%	-11.8%	-0.5%	·	·	-5.7%	0.6%	-2.0%	i	1.6
CCOC(=O)c1cc(CC)sc1/N=C/C1C(=O)CC(C)(C)CC1=O	-2.8%	-0.7%	-10.9%	-2.1%	14.2	530	13.6%	-17.9%	-11.1%	i	0.5
Cc1ccc2c(c1)NC(=O)C(CC(=O)NCc1cccnc1)O2 (configuration not stated)	0.8%	0.7%	-6.8%	-3.5%	·	·	3.0%	-6.5%	6.1%	i	1.9
C/C(=N\NC(=O)c1ccc(O)cc1)c1ccc2c(c1)Nc1ccccc1S2	4.3%	0.8%	-2.1%	-3.4%	-4.6	433	-136.8%	-3.6%	17.7%	·	·
CCCNC(=O)c1cc2c(C(F)(F)F)nn(C)c2s1	-2.7%	0.3%	-7.9%	-2.8%	·	·	0.6%	0.0%	2.1%	i	0.6
N#C/C(=C/c1ccc(CNC(=O)C(=O)Nc2cc(Cl)cc(Cl)c2)o1)C(=O)NCc1cccnc1	-3.7%	12.1%	0.7%	-3.0%	7.9	607	5.1%	-5.9%	7.5%	i	0.5

5 compounds already listed, sorted by length of the SMILES, largest number first:
SMILES	SIAH1 antagonists	HIV peptide binding	LYP inhibition	XIAP displacement	Lipid droplet	Lipid droplet cells 6.5 µM	HEK293 NOD2/NF-kB	Dengue-2 NS5 capping	AID2073	Myeloid diff 2	Myeloid diff 2 GFP+ MAC1+ %	others
O=C(Nc1cccc(S(=O)(=O)N2CCCCC2)c1)c1ccc([N+](=O)[O-])o1	4.0%	-2.7%	-2.6%	-6.3%	-20.5	653	7.9%	-6.2%	4.2%	i	1.9
CCOC(=O)c1c(CN(C)C)oc2cc(CN(C)C)c(O)c(CSc3ccccc3)c12	-3.4%	-0.1%	-11.8%	-0.5%	·	·	-5.7%	0.6%	-2.0%	i	1.6
C/C(=N\NC(=O)c1ccc(O)cc1)c1ccc2c(c1)Nc1ccccc1S2	4.3%	0.8%	-2.1%	-3.4%	-4.6	433	-136.8%	-3.6%	17.7%	·	·
CCOC(=O)N/N=C/c1cn(CCCOc2ccc(C)cc2)c2ccccc12	-2.6%	-1.6%	-5.8%	3.7%	-11.5	640	-42.9%	-2.6%	-5.6%	i	0.8
CCCNC(=O)c1cc2c(C(F)(F)F)nn(C)c2s1	-2.7%	0.3%	-7.9%	-2.8%	·	·	0.6%	0.0%	2.1%	i	0.6

Going on with the list.
SMILES	SIAH1 antagonists	HIV peptide binding	LYP inhibition	XIAP displacement	Lipid droplet	Lipid droplet cells 6.5 µM	HEK293 NOD2/NF-kB	Dengue-2 NS5 capping	AID2073	Myeloid diff 2	Myeloid diff 2 GFP+ MAC1+ %	others
Cc1cc(C)n(CCC(=O)Nc2ccc(-c3ccno3)cc2)n1	0.3%	0.5%	-8.9%	·	-0.6	736	1.4%	-13.1%	2.7%	i	0.6
Cc1cc(C)nc(NC(=O)c2ccc(OC(C)C)cc2)n1	1.6%	0.9%	-5.2%	-5.0%	-88.0	461	-4.2%	6.1%	3.1%	i	3.8
COC(=O)Cc1c(O)ccn(Cc2ccc3c(c2)OCO3)c1=O	1.0%	0.3%	-7.3%	-1.4%	-5.0	669	10.5%	-6.2%	-6.2%	i	0.1
Cc1ccc(S(=O)(=O)NNC(=O)c2ccncc2)cc1	6.2%	0.3%	-4.9%	-4.8%	-1.2	593	13.6%	3.5%	2.3%	i	0.7
CCOC(=O)c1c(NC(=O)CSc2nc3cccnc3n2C)sc(C(C)=O)c1C	0.4%	1.2%	6.2%	-22.4%	·	·	-4.6%	-2.4%	13.3%	i	1.4
CC(C)NC(=S)NC(=O)c1ccc(-c2ccccc2)cc1	5.7%	1.4%	10.1%	-0.8%	-29.9	680	10.0%	-2.2%	-15.9%	i	0.7
COC(=O)c1c(N2C(=O)[C@H]3[C@@H](C2=O)[C@]2(C(=O)Nc4ccc(C)cc42)N2CCC[C@@H]32)sc(C)c1C	22.7%	2.6%	0.3%	0.4%	-0.3	747	9.2%	·	-9.5%	·	·
c1ccc(-c2nc(N3CCCCC3)nc3ccccc23)cc1	0.9%	-3.2%	-3.7%	0.3%	-5.7	738	6.7%	-0.7%	-7.6%	i	0.8
CCOC(=O)/C=C/C(=O)OCC(=O)NC(c1ccccc1)c1ccccc1	-6.2%	-0.1%	0.2%	-8.6%	12.0	582	0.8%	-42.9%	4.5%	i	0.4
Cc1cccc(-c2noc(C3CCCCC3)n2)c1	2.8%	-1.7%	-1.5%	-7.1%	-18.8	705	-36.4%	0.0%	-6.7%	i	0.6	Dengue-2 NS5 capping pilot replicate=1.2
CCOc1ccc(C2/C(=C(/O)c3ccc4c(c3)CC(C)O4)C(=O)C(=O)N2CCCn2ccnc2)cc1OCC (configuration not stated)	4.6%	-1.6%	-8.3%	·	-0.1	657	5.0%	-5.9%	?	i	4.0
COc1ccc(OC)c(C(=O)NC(CC(N)=O)c2ccc(N3CCN(c4ccccn4)CC3)c([N+](=O)[O-])c2)c1 (configuration not stated)	-0.2%	2.6%	-6.7%	·	-2.2	752	10.7%	0.8%	1.5%	i	0.9
Cc1ccc(Cl)cc1N1CCN(C(=O)CN(c2ccccc2)S(=O)(=O)N(C)C)CC1	28.4%	-1.1%	1.0%	-2.8%	-23.3	682	-7.9%	4.4%	1.1%	i	0.4
CC(=O)c1ccc(N2C(=NC(=O)CCC3CCCC3)SC3CS(=O)(=O)CC32)cc1 (configuration not stated)	0.2%	6.8%	0.8%	·	-8.3	716	-9.4%	-7.7%	3.2%	i	1.6
Cc1ccc(/C(N)=N/OC(=O)c2cccs2)cc1	-0.3%	-0.6%	-0.3%	-5.0%	-17.5	563	-55.7%	-8.4%	1.4%	i	1.1
O=C(c1ccccc1)C(Nc1ccccn1)c1ccccc1 (configuration not stated)	3.3%	6.4%	-5.6%	-2.3%	-6.5	720	2.5%	0.7%	-4.4%	i	0.5
COc1ccc(S(=O)(=O)NCCOc2ccccc2)cc1-n1cnnn1	-2.6%	-1.3%	-4.5%	-12.4%	-45.6	640	6.7%	-0.8%	15.3%	i	0.4
CC1CCN(c2c(NCc3ccc(C(=O)N4CCN(C5CCCCC5)CC4)cc3)c(=O)c2=O)CC1	0.8%	-0.2%	-2.9%	-3.9%	-14.6	694	-7.4%	-2.1%	-10.3%	i	1.4
Cc1ccc2cc(CCNS(=O)(=O)c3ccc(F)cc3)c(=O)[nH]c2c1C	9.9%	0.9%	-4.6%	-4.4%	-7.5	687	17.0%	-2.1%	5.1%	i	2.7
Cc1ccc(C(NC(=O)N2CCCCC2)=C(Cl)Cl)cc1F	-1.5%	1.2%	-3.6%	-5.0%	-58.3	563	31.4%	2.7%	-0.1%	i	0.3
O=C(NCc1ccco1)c1cccc(Nc2nc3ccc(Br)cc3[nH]2)c1	-8.2%	-2.2%	-0.6%	-5.4%	-0.5	606	4.7%	-8.0%	-0.1%	i	1.4
Cc1ccc(/C=C/C(=O)NCc2cccs2)cc1	-4.2%	-0.1%	-3.6%	-7.1%	13.7	657	18.3%	-7.3%	-8.1%	i	0.4
COc1ccc(C2C(=O)N(C3CCCCC3)CC(=O)N2Cc2ccc3c(c2)OCO3)cc1 (configuration not stated)	-4.1%	0.8%	-1.1%	-3.8%	·	·	3.3%	-6.2%	-1.4%	i	1.3
CCOC(=O)c1c(N)n(CC(C)NC(=O)C2CC2)c2nc3ccccc3nc12 (configuration not stated)	-3.3%	-0.8%	-14.2%	0.5%	·	·	2.0%	·	36.1%	·	·

These rows are one share of the data, so the mix of outcomes need not match the whole.
